Screening results deposited in PubChem by several laboratories.
Wnt bcat act – Wnt/beta-catenin pathway activators, primary screen, cell-based, plate reader, single point. Wnt/beta-catenin reporter cell assay, activator. 1.2% of 300,000 active. AID 743398, 2014. activation, % at 9.35 µM; in the data active means activation above about 30%, passing the limit was not always enough; inconclusive means no clear call, values can overlap the other calls;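 further: 0% = neutral control wells and 100% = positive control wells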
AddAB inh – growth inhibition of E. coli expressing H. pylori AddAB, primary screen, AddAB inhibitor project, absorbance; inhibition, % at 11.9 µM; 0.29% of 330,000 active; in the data active means inhibition above about 12%;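 further: 0% = vehicle wells of infected cells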
CAL PDZ FP-1 – CAL PDZ peptide-binding inhibitors, primary screen, biochemical, fluorescence polarization, Cer-tagged CAL PDZ, HTS; Golgi-associated PDZ and coiled-coil motif-containing protein (Homo sapiens), Q9HD26; purified CAL PDZ, TMR-peptide fluorescence polarization, 1 h; inhibition, % at 20 µM; 0.02% of 330,000 active; AID 504414, 2011;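 active means highest replicate inhibition of at least 40%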;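 further: plate controls were DMSO neutral control wells for no effect and unlabeled competitor peptide control wells for full effect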
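System: tagged CAL PDZ domain. Schedule: 1 h room-temperature incubation prior to read. Signal: fluorescence polarization (mP). Measure: percent inhibition from loss of millipolarization.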
Ecoli viability – E. coli V3065 growth inhibition, primary screen, counter-screen for AddAB inhibitor project, absorbance, OD600 | 0.27% of 330,000 active | inhibition, % at 11.9 µM | 18 h;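 active means inhibition above the campaign's mean inhibition across all tested compounds plus 3 SD, cut at about 9.9% in these data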;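 further: uninfected addAB+ strain grown without phage in ampicillin broth; 0% = DMSO wells and 100% = ciprofloxacin 0.95 µg/ml wells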
MITF act – activators of MITF-driven TRPM1 promoter reporter, primary screen, cell-based, SK-MEL-5, luciferase, single point; SK-MEL-5 TRPM1-promoter luciferase, 24 h; % of positive control, neutral wells = 0; activation, % at 12.5 µM; 0.75% of 300,000 active; AID 588334, 2011;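 active means mean activation of at least 80% with every replicate also reaching 80%; inconclusive means mean reaches 80% but some replicate falls short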;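 further: 0% = neutral control wells and 100% = parthenolide positive control wells; values of inactives mirror those of a sister screen read the other way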
Tat export inh – E. coli Tat export inhibitors, primary screen, MC4100, TorA-mCherry reporter, fluorescence, single point | inhibition, % at 10 µM | 0.036% of 340,000 active | AID 488895, 2010;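 active means mean replicate inhibition at least 50% and at least half of replicates individually reaching 50%; inconclusive means only one of the two criteria met; inactive means neither criterion met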;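 further: exported cargo escapes ClpAP degradation while cytoplasmic cargo is degraded and loses fluorescence; 0% = median of neutral control wells and 100% = median of NaSCN control wells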
CAL PDZ FP-2 – untagged CAL PDZ binding inhibitors, primary screen, biochemical, fluorescence polarization, HTS; Golgi-associated PDZ and coiled-coil motif-containing protein (Homo sapiens), Q9HD26; purified CAL PDZ, TMR-peptide fluorescence polarization, 1 h; inhibition, % at 24.9 µM; 0.92% of 300,000 active; AID 602252, 2012;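 active means mean inhibition of at least 30% with at least half of replicates also reaching 30%; inconclusive means no clear call, values can overlap the other calls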;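 further: 0% = DMSO neutral control and 100% = excess unlabeled competitor peptide PRC23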
SR-BI DiI-HDL act – activators of SR-BI mediated DiI-HDL uptake, primary screen, ldlA[mSR-BI] CHO cells, DiI fluorescence. 3 h; 100 = double the neutral-control signal. 0.096% of 320,000 active. activation, % at 12.5 µM;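 active means mean replicate activation of at least 60% and every replicate at or above 60%; inconclusive means mean or all-replicate condition met, but not both; inactive means mean below 60% and not all replicates reaching 60%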;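 further: 0% = median plate neutral-control signal and 100% = twice that signal; values of inactives mirror those of a sister screen read the other way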
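system = CHO ldlA[mSR-BI] cells, LDL receptor-null, SR-BI overexpressing | medium = Ham's F12 with 0.5% BSA, HEPES 25 mM, pH 7.4 | probe or stimulus = DiI-HDL 10 µg/mL | compound dosing = single-point compound dose | incubation = compound exposure 3 h, 37 °C | technique = DiI fluorescence, bottom read | read-out = cell-associated DiI fluorescence as measure of HDL uptake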
phage Ecoli inh – growth loss of phage-infected E. coli, primary screen, RecBCD inhibitor project, absorbance, with phage, HTS; inhibition, % at 11.9 µM; 0.26% of 360,000 active; AID 651602, 2012; in the data active means inhibition above about 11%
SR-BI DiI inh – inhibitors of SR-BI mediated HDL lipid uptake, primary screen, ldlA[mSR-BI] cells, fluorescence, single point; inhibition, % at 12.5 µM; 0.96% of 320,000 active; ldlA[mSR-BI] CHO cells, DiI-HDL uptake fluorescence, 3 h; AID 488896, 2010;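 active means mean replicate inhibition of at least 70% and a set share of replicates each scoring 70 or more; inconclusive means meets just one of the two criteria; inactive means fails both criteria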;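 further: 0% = median of neutral control wells and 100% = median of positive control wells; values of inactives mirror those of a sister screen read the other way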
Target sequence (Q61009 whole entry, looked up): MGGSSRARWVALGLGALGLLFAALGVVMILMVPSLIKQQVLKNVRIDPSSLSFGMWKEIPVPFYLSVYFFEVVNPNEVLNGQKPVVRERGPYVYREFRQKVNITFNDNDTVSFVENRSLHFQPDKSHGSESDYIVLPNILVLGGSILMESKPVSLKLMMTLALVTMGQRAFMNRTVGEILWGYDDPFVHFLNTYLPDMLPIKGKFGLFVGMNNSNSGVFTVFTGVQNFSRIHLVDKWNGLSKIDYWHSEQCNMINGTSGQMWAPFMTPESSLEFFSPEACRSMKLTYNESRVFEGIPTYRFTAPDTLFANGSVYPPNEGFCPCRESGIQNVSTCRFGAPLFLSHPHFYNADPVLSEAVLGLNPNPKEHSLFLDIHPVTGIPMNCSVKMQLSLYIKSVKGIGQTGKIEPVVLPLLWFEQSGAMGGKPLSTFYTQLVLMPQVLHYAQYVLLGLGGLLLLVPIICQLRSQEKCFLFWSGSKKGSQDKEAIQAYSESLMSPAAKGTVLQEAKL
The depositor's hits bear a star; ? = inconclusive; · = not tested or not shown.

SMILES	Wnt bcat act	AddAB inh	CAL PDZ FP-1	Ecoli viability	MITF act	Tat export inh	CAL PDZ FP-2	SR-BI DiI-HDL act	phage Ecoli inh	SR-BI DiI inh
CC(CN1CCOCC1)(NS(=O)(=O)c1ccccc1)c1ccccc1 (centres undefined)	-1	0.0	-0.6	-1.1	3	?	-5	-8	3.9	8
C/C(=N\Nc1ccc([N+](=O)[O-])cc1)c1ccc(-n2nncc2C(C)(C)C)cc1	1	-1.0	-1.7	-1.8	-9	3	0	-47	3.8	47
COc1ccc(NC(=O)CSc2nnc(C)n2N)cc1S(=O)(=O)N1CCCCC1	-3	-2.2	0.2	-0.3	0	-3	·	-21	8.1	21
COc1cc(/C=N/N(CCO)C2=NS(=O)(=O)c3ccccc32)cc(OC)c1OC	2	-0.2	-2.2	-0.8	17	3	3	0	0.9	0
CN(Cc1cn(-c2ccccc2)nc1-c1ccc2c(c1)OCO2)Cc1nccn1C	-1	-3.6	-0.3	0.7	9	5	-1	-19	2.9	19
O=C(NCCN1CCOCC1)c1cc2ccccc2[nH]1	·	1.1	-1.1	3.9	-10	-8	0	0	1.6	0
O=C(Nc1ccsc1C(=O)N1CCCC1)c1ccccc1	0	-0.1	-0.4	0.7	23	-7	-1	-3	1.2	3
O=C(Nc1ccc(S(=O)(=O)N2CCCCC2)cc1)c1cccnc1Cl	1	0.3	-1.8	0.8	-3	-2	2	8	1.9	-8
Cc1cc(C)c(C(=O)CSc2nnc(-c3ccccc3Br)o2)cc1C	·	·	-1.2	·	10	28	·	5	-0.2	-5
COc1ccc(/C=N/NC(=O)Nc2cccc3nsnc23)cc1OC	-3	0.3	-0.9	-2.5	15	-4	1	-36	3.6	36
COc1cccc(N(CC(=O)NC2CCCCC2)C(=O)CCC(=O)Nc2nc(C)cs2)c1	2	2.7	0.2	-0.4	-11	1	4	·	-0.2	·
CCN(CC)CCn1c(=S)[nH]c2ccccc2c1=O	·	2.1	-2.4	2.7	1	1	-4	1	1.4	-1
CCC(=O)N/C(N)=N/c1nc(C)c2cc(C)c(C)cc2n1	1	-6.2	·	-1.8	·	·	·	·	0.2	·
OCC1CCCC(n2cnc3c(=S)nc[nH]c32)O1 (centres undefined)	-1	1.6	-0.7	0.3	-62	-7	-7	31	-2.0	-31
CCSc1nc2ccccc2n1C(=O)Oc1ccccc1	-2	0.3	-0.5	0.4	·	4	-6	18	3.9	-18
FC(F)(F)c1cc(-c2ccccc2)nc(-n2cncn2)n1	-1	-0.5	-0.2	-1.2	-10	-1	1	9	2.1	-9
CCOc1ccc(C(C(=O)NC(C)(C)C)N(CCOC)C(=O)CCC(=O)Nc2ccccn2)cc1 (centres undefined)	-2	2.0	-1.2	-0.8	-12	0	-6	·	2.3	·
CC(=O)Nc1ccc(Oc2ccc3nc(C)[nH]c3c2)cc1	·	1.9	0.4	-1.1	·	-1	·	10	2.7	-10
Cc1cc(C)cc(N2CC(c3nc4ccccc4n3C)CC2=O)c1 (centres undefined)	-7	-5.6	-0.7	0.5	-4	10	·	-36	1.8	36
COc1ccccc1Nc1nc(C2(C)CCC(=O)O2)cs1 (centres undefined)	29	1.3	0.4	0.7	30	0	-3	8	-0.1	-8
Brc1ccc(/C=N/Nc2ccc3ccccc3n2)cc1	·	-0.9	-3.0	0.9	30	-10	-1	6	0.2	-6
O=[N+]([O-])c1ccc(/C=N/Nc2nc(-c3ccccc3)c3cc(Br)ccc3n2)o1	-5	-0.9	1.3	1.6	-7	-8	1	-37	0.3	37
COc1ccccc1C1C(C(=O)c2cc3ccccc3o2)=C(O)C(=O)N1c1cc(C)on1 (centres undefined)	4	1.5	-3.9	1.0	-2	7	-5	11	-2.0	-11
NC(CO)(CO)COCc1ccccc1	1	-0.5	-0.1	1.8	-11	-5	-8	12	2.4	-12
CCN(CC)c1nc2c(c(=O)[nH]c(=O)n2C)n1CCCc1ccccc1	-1	1.1	-1.2	1.2	·	-7	-8	-7	-2.3	7
O/N=C(\c1ccccc1)C(O)c1ccccc1 (centres undefined)	0	1.8	-3.1	0.1	1	-5	0	·	3.7	·
COc1ccc(NC(=O)CN(C)C(=O)c2cc3c(s2)CCCCC3)cc1	-2	-2.3	-0.4	-2.5	4	-7	·	·	3.2	-41
Cc1cc(C)c(NC(=O)C2CSCCS2)c(C)c1 (centres undefined)	13	3.9	-1.8	-0.6	·	-3	-2	-5	0.3	5
Cc1ccc(C=C2C(=O)c3ccccc3C2=O)s1	6	0.1	-0.1	-1.5	-1	8	-2	·	3.2	-54
CCCC(=O)Nc1cc(OCC)c(NC(=O)NC2CCCCC2)cc1OCC	-3	-1.7	-2.6	-1.0	-2	4	-2	8	3.1	-8
CN(C)c1ccc(NC(=O)C2CCCN(S(=O)(=O)c3ccccc3)C2)cc1 (centres undefined)	-1	4.8	-0.9	-0.4	1	-2	-1	3	3.5	-3
CN1CCN(c2nc3c(c(=O)[nH]c(=O)n3C)n2Cc2ccccc2)CC1	1	1.0	0.9	-2.0	-2	2	·	-2	0.1	2
O=C(NCCc1ccccc1F)c1cccc2cccnc12	23	3.3	-2.9	-1.1	76	-3	1	-15	-2.5	15
COc1ccc(/C=N/NC(=O)CNC(=O)c2ccc3c(c2)OCCO3)cc1OC	0	1.0	-1.7	2.9	-7	-8	4	-1	4.0	1
Cc1noc(C)c1C(=O)N1CCN(c2ncccn2)CC1	·	2.3	-1.0	2.6	-3	2	·	3	1.3	-3
O=C(CCN1C(=O)[C@@H]2Cc3ccccc3CN2C1=O)N[C@H](Cc1ccccc1)C(=O)O	0	1.8	-3.3	-0.3	-8	-7	-6	16	-0.7	-16
CN(CC(=O)Nc1ccc(F)cc1)C(=O)COC(=O)c1cccc(N(C)C)c1	41*	0.9	0.2	-1.6	·	-5	1	-22	1.2	22
FC(F)(F)c1ccc2c3n(nc2c1)CCN=C3c1ccc(Cl)cc1	7	0.7	-0.6	-1.7	-7	5	2	-45	2.0	45
N#CCCSCc1ccc2oc(C(=O)O)cc2c1	0	2.3	0.3	0.3	0	-2	-3	23	1.6	-23
COCCNC(=O)CSc1nc2ccc(N3CCOCC3)cc2c(=O)n1Cc1ccc(OC)cc1	·	-2.6	0.5	0.0	·	-4	-2	0	0.3	0
Nc1[nH]c(N=NC(=O)c2ccc(Cl)cc2)c2ccccc12	·	2.6	-0.1	-0.5	55	-9	5	?	3.8	-119
COc1cc(/C=C2\S/C(=N/S(=O)(=O)c3ccc(C)cc3)NC2=O)c([N+](=O)[O-])cc1OC	·	2.0	-3.4	-0.8	·	4	4	16	3.3	-16
COc1cc(CCC(=O)O)on1	3	2.0	-0.4	0.6	-5	-5	-1	-8	1.8	8
CCCn1nnc(NC(=O)c2ccc(F)cc2)n1	·	3.4	0.5	1.2	48	8	-4	29	1.8	-29
COc1ccc(C(=O)c2ccc(OC)c(N)c2)cc1N	·	5.7	0.2	3.3	·	-3	2	8	2.5	-8
COc1ccc(-c2cc3c(nn2)-c2ccccc2C3=O)cc1	-5	0.2	-0.6	-2.1	-71	0	-3	-25	4.3	25
Cc1cc(N2CCOCC2)n2ncc(-c3ccccc3Cl)c2n1	29	·	-1.6	·	·	-2	-1	-8	4.2	8
COc1ccccc1-c1nnc(C2CCN(S(=O)(=O)c3cccc([N+](=O)[O-])c3)CC2)o1	-1	3.2	-0.8	-1.4	-5	1	0	-29	0.3	29
Cc1ccc2nsnc2c1S(=O)(=O)N(CCO)Cc1cc2cc3c(cc2[nH]c1=O)OCCO3	·	-0.3	-1.4	1.2	-20	7	-2	20	0.1	-20
Cc1ccsc1CN(C)C(=O)c1ccc(Oc2ccccc2)cc1	2	3.3	-3.9	-0.8	35	13	·	·	2.6	·
Cc1cc(-c2cc(C(=O)O)c3ccccc3n2)c(C)s1	0	3.8	-0.5	-0.1	7	-4	-4	-7	3.5	7
COc1ccccc1NC(=S)N(Cc1ccc(C)cc1)Cc1cccnc1	0	-0.4	-0.8	-1.7	1	1	·	-1	1.0	1
CC(CC(=O)O)CC(=O)Nc1ccc(S(N)(=O)=O)cc1 (centres undefined)	·	-2.8	-2.4	-1.0	7	4	1	16	7.1	-16
Cc1cccc(NS(=O)(=O)c2ccc(-c3ccc(=O)[nH]n3)o2)c1	-1	2.8	-0.5	0.3	-5	-1	11	12	3.0	-12
O=C(c1cc(Cl)ccc1[N+](=O)[O-])N1CCc2ccccc2C1	·	0.2	-1.1	-0.2	-7	-3	-4	17	-1.5	-17
CSc1nnc(Cc2cc(=O)[nH]c(=O)[nH]2)n1-c1cccc(C)c1	-6	0.7	-0.8	0.8	4	-1	6	4	4.2	-4
CC(O)c1c(OCc2ccccc2)ncnc1OCc1ccccc1 (centres undefined)	0	1.2	·	1.4	0	7	-2	-15	1.1	15
CC1CC1C(=O)Nc1cc(C(F)(F)F)ccc1N1CCOCC1 (centres undefined)	-2	1.9	-1.0	0.9	4	1	·	5	1.5	-5
C=CCNCC(=O)N1N=C(c2ccc3ccccc3c2)CC1c1ccc(OC)cc1 (centres undefined)	10	-0.2	-2.6	0.1	-5	0	·	-8	0.8	8
Cc1cc(C(=O)OCC(=O)N2CCN(C(=O)c3ccco3)CC2)c(C)n1-c1ccc(F)cc1	·	1.9	·	0.5	-26	4	-3	15	-0.5	-15

Following part
SMILES	Wnt bcat act	AddAB inh	CAL PDZ FP-1	Ecoli viability	MITF act	Tat export inh	CAL PDZ FP-2	SR-BI DiI-HDL act	phage Ecoli inh	SR-BI DiI inh
O=C1NN(c2ccccc2)C(=O)/C1=C/c1ccc(-c2ccc(Cl)c(C(=O)O)c2)o1	3	·	-0.6	·	12	-1	-6	11	3.1	-11
COc1ccc(C)cc1N(CC(=O)N1CCCCCC1)S(C)(=O)=O	2	0.8	-1.3	-1.6	-3	-9	5	20	1.5	-20
O=C(NCc1n[nH]c(=S)n1-c1ccc(Br)cc1)c1ccc(S(=O)(=O)N2CCOCC2)cc1	-1	5.0	-0.4	2.1	-9	-5	9	8	2.7	-8
O=C(NCCCC(=O)N1CCOCC1)c1cccnc1	·	0.5	-1.5	0.9	4	2	-1	7	0.7	-7
CCCCOC(=O)Nc1nc(C)c(C(=O)OCC)s1	11	0.7	0.1	1.1	·	1	-1	-16	3.4	16
